Assay outcomes deposited in PubChem by The Scripps Research Institute Molecular Screening Center.
PRMT1 FP inh = PRMT1 (human) inhibition, primary screen. 370,000 tested, 1.3% active. inhibition, % at 2.79 µM. Q99873. recombinant PRMT1, activity-based probe fluorescence polarization. AID 652257;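 active = inhibition above about 21% made by adding two undisclosed values, limit read from the data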
TCR-CD3 inh = blocks the human TCR-CD3 interaction; inhibition, % at 9.4 µM; TAMRA-labeled TCR probe fluorescence, biochemical; 360,000 tested, 0.37% active; in the data active = inhibition above about 19%;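 note: recombinant mutant TCR 2C K166C tagged with TAMRA read by polarization; 0% = receptor in buffer alone and 100% = receptor with positive control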
KLK7 zymogen act = proKLK7 (human) activation, primary screen; P49862; purified proKLK7, EDANS-DABCYL substrate fluorescence; 100% is mature enzyme control, 0% vehicle; activation, % at 7 µM; 370,000 tested, 0.9% active;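 active = activation above the mean of all tested compounds plus 3 SD, computed per campaign excluding outliers beyond control limits, cut at about 13% in these data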
LEDGF integ inh = blocks HIV-1 LEDGF/p75-dependent DNA integration; AID 743269; TR-FRET IN-LEDGF/p75 DNA integration, Eu/Cy5; 370,000 tested, 0.64% active; inhibition, % at 3.7 µM;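 active = inhibition above the screen-wide mean plus 3 SD, cut at about 13% in these data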;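 note: signal is the Cy5 over europium emission ratio at 671 and 618 nm; 0% = plate median of compound wells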
DDE Tn6 FP inh = inhibitors of Tn6 peptide binding to human fibrin DD(E). P02675. Fibrin DD(E) TRITC-Tn6 fluorescence polarization displacement. inhibition, % at 8.3 µM. 370,000 tested, 0.21% active. AID 720509;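 active = inhibition above a per-campaign cutoff: mean of compounds within control limits plus 3 SD, cut at about 15% in these data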;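 note: 0% = median of all compound wells on the plate and 100% = blocking peptide control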
Target sequence (P02675 whole entry, looked up): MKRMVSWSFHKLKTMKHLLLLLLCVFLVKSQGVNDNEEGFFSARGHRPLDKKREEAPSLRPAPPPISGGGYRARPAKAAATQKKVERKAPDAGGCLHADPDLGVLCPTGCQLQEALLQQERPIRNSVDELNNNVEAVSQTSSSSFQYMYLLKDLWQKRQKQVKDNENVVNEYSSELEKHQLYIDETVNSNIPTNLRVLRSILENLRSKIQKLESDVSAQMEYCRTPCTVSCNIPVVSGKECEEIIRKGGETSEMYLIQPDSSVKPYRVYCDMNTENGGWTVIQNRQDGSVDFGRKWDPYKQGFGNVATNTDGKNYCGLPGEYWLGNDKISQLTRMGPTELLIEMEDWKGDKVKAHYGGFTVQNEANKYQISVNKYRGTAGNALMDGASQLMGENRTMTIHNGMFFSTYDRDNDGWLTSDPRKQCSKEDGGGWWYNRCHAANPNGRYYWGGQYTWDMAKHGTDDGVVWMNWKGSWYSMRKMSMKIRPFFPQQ
MBD2 inh = inhibitors of human MBD2 binding to methylated oligonucleotide; TR-FRET; 370,000 tested, 0.31% active; inhibition, % at 4.4 µM; AID 686964; Q9UBB5; in the data active = inhibition above about 13%
Target sequence (Q9UBB5 whole entry, looked up): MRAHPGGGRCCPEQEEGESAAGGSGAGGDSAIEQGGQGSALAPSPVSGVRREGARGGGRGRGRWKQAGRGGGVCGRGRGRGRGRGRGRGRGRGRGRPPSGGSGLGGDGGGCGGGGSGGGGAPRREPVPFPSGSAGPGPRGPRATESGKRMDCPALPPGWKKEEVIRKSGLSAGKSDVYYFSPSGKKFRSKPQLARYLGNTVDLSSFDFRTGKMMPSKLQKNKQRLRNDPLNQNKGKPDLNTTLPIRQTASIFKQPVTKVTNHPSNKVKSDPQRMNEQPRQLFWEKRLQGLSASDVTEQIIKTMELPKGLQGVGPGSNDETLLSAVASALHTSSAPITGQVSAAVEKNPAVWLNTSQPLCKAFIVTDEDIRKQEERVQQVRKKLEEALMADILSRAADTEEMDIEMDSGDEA
UHRF1 MBD2 ctr = UHRF1 methyl-DNA binding inhibition | inhibition, % at 4.4 µM | 370,000 tested, 0.75% active | UHRF1 binding to methylated oligo, TR-FRET | AID 687016; in the data active = inhibition above about 21%;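 note: UHRF1 SRA domain binding a hemimethylated CpG hairpin DNA probe; 0% = median of test compound wells and 100% = reference inhibitor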
DDE Tn7 FP inh = disrupts Tn7 cyclic peptide binding to fibrin D-Dimer-E complex; P02675; FP displacement of FITC-Tn7 peptide from fibrin DD(E); 0% = median of compound wells per plate; inhibition, % at 8.3 µM; 370,000 tested, 0.13% active; AID 720508;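 active = inhibition above the mean of compounds falling within the control limits plus 3 SD of them, cut at about 14% in these data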;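 note: 0% = plate median of compound wells and 100% = 10 µM Aha-Tn7 peptide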
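Assay system: human fibrin DD(E). Input: DD(E) 2 µM final. Medium: Tris buffer with calcium and detergent, pH 7.8. Compound dosing: single point at 8.3 µM. Timing: 10 min plus 3 h, room temperature. Technique: fluorescence polarization of the labelled Tn7 tracer. Read-out: percent inhibition. Replicates: singlicate testing.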
TDP2 inh = blocks human TDP2 phosphodiesterase activity | 370,000 tested, 0.34% active | recombinant TDP2, T5PNP hydrolysis, p-nitrophenol absorbance 415 nm | AID 720702 | inhibition, % at 12.8 µM;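 active = inhibition above the mean of all tested compounds plus 3 SD, set per campaign, cut at about 25% in these data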;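 note: 0% = DMSO with enzyme and 100% = buffer with substrate but no TDP2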
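System: recombinant human TDP2 / Amount: 120 nM TDP2 per well / Also added: 5 mM T5PNP chromogenic substrate / Doses: 12.8 µM single point, 1% DMSO / Incubation: 2 h at 37 °C / Detection: p-Nitrophenol epi absorbance / Evaluation: % inhibition relative to enzyme-containing and enzyme-free wells / Repeats: singlicate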
SIAE inh = human SIAE inhibition, primary screen. SIAE FP-Rh probe binding, fluorescence polarization. inhibition, % at 9.66 µM. 370,000 tested, 0.69% active. AID 1053197;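 active = inhibition above a cutoff: mean of compounds within the control limits plus 3 SD of those, cut at about 17% in these data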;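 note: 0% = plate median of compound wells and 100% = probe without SIAE protein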
* = called active by the depositor.

SMILES	PRMT1 FP inh	TCR-CD3 inh	KLK7 zymogen act	LEDGF integ inh	DDE Tn6 FP inh	MBD2 inh	UHRF1 MBD2 ctr	DDE Tn7 FP inh	TDP2 inh	SIAE inh
CCN(Cc1ccccc1)Cc1cc(OC)cc(OC)c1	3	-3	0.1	-3	-1	0	5	-2	-5	-4
CC(Oc1cccc(Cl)c1)C(=O)NC1CC(C)(C)NC(C)(C)C1 (stereo not given)	-6	7	0.0	1	0	-5	-2	4	11	1
CCCc1[nH]n(-c2nc3ccccc3s2)c(=O)c1C=NCCCN(CC)CC	1	-3	-0.2	2	2	-2	0	-2	11	7
COc1cc(/C=C2\SC(=S)N(CCC(=O)NCCc3ccccc3)C2=O)cc(OC)c1OC	3	7	-0.1	4	10	1	4	0	2	-3
CC=Cc1cc2c(c(=O)o1)C(=O)C(O)C(C)O2 (stereo not given)	2	-2	-0.1	1	1	-2	1	-5	6	-4
CC(=O)Nc1cc(-c2cccc(C(=O)NCCN(C)C)c2)cn2c(-c3ccc(S(C)(=O)=O)cc3)cnc12	-1	5	-2.5	1	2	3	12	3	-10	-7
C[C@H](CO)N1C[C@H](C)[C@H](CN(C)Cc2cncnc2)Oc2ncc(C#CC3(O)CCCC3)cc2C1=O	-1	-1	0.0	-2	0	3	1	0	-3	-1
O=C(O)c1nn(-c2ccccc2)nc1-c1nn(-c2ccccc2)nc1C(=O)O	0	5	0.0	2	2	-6	-3	9	-1	0
COc1ccc(CNC(C)C(=O)Nc2ccc3ccccc3c2)cc1OC (stereo not given)	-6	-3	-0.1	3	-2	2	2	-12	-9	0
Cc1cc(C)cc(OCc2nnc(SCC(=O)N3CCCCC3)o2)c1	1	0	0.8	2	-1	-1	3	-2	13	12
O=C(OCc1nc2ccccc2s1)c1cc2ccccc2oc1=O	3	-8	-1.3	6	-7	3	5	6	-18	-6
O=C(O)c1cc(Cl)c(Cl)cc1C(=O)N1CCCC1	1	0	0.0	5	0	-3	-2	-11	2	-4
CCSC1=C(C#N)C(CC(C)C)C2=C(CCCC2=O)N1 (stereo not given)	-4	3	1.5	-1	1	1	-3	-6	0	1
Cc1cc(C(=O)C(=O)NC(C)C)c(C)n1-c1ccc([N+](=O)[O-])cc1	-1	8	-0.2	-2	0	1	-2	0	-3	2
CC(=O)Nc1ccc(NC(=O)c2cc(-c3cc(C)c(C)cc3O)n[nH]2)cc1	0	-6	-2.8	8	2	1	-1	-1	-3	-7

Shown with values under each structure: 7 of the compounds above
Each structure is followed by: PRMT1 FP inh, TCR-CD3 inh, KLK7 zymogen act, LEDGF integ inh, DDE Tn6 FP inh, MBD2 inh, UHRF1 MBD2 ctr, DDE Tn7 FP inh, TDP2 inh, SIAE inh
CCCc1[nH]n(-c2nc3ccccc3s2)c(=O)c1C=NCCCN(CC)CC
→ 1, -3, -0.2, 2, 2, -2, 0, -2, 11, 7
COc1cc(/C=C2\SC(=S)N(CCC(=O)NCCc3ccccc3)C2=O)cc(OC)c1OC
→ 3, 7, -0.1, 4, 10, 1, 4, 0, 2, -3
CC=Cc1cc2c(c(=O)o1)C(=O)C(O)C(C)O2 (stereo not given)
→ 2, -2, -0.1, 1, 1, -2, 1, -5, 6, -4
CC(=O)Nc1cc(-c2cccc(C(=O)NCCN(C)C)c2)cn2c(-c3ccc(S(C)(=O)=O)cc3)cnc12
→ -1, 5, -2.5, 1, 2, 3, 12, 3, -10, -7
C[C@H](CO)N1C[C@H](C)[C@H](CN(C)Cc2cncnc2)Oc2ncc(C#CC3(O)CCCC3)cc2C1=O
→ -1, -1, 0.0, -2, 0, 3, 1, 0, -3, -1
O=C(O)c1nn(-c2ccccc2)nc1-c1nn(-c2ccccc2)nc1C(=O)O
→ 0, 5, 0.0, 2, 2, -6, -3, 9, -1, 0
COc1ccc(CNC(C)C(=O)Nc2ccc3ccccc3c2)cc1OC (stereo not given)
→ -6, -3, -0.1, 3, -2, 2, 2, -12, -9, 0

(next part)
SMILES	PRMT1 FP inh	TCR-CD3 inh	KLK7 zymogen act	LEDGF integ inh	DDE Tn6 FP inh	MBD2 inh	UHRF1 MBD2 ctr	DDE Tn7 FP inh	TDP2 inh	SIAE inh
CCOc1ccc(CCNC(=O)CCc2c(C)nc3ncnn3c2C)cc1OCC	-3	2	0.0	-1	8	5	-1	-2	7	-2
C[C@@H]1CN([C@@H](C)CO)C(=O)c2cc(NC(=O)C3CC3)ccc2O[C@@H]1CN(C)Cc1ccc(Cl)c(Cl)c1	-2	3	1.4	-2	-4	-1	-4	-2	2	3
COc1ccc(-c2nc(C#N)c(N3CCN(c4cccc(Cl)c4)CC3)o2)cc1OC	-2	-1	-0.4	0	3	2	3	-3	11	-12
O=C(NC1CCCCCC1)C1CCN(S(=O)(=O)c2ccc(F)cc2)CC1	-2	-6	-0.1	2	-7	3	-3	6	11	5
O=C(CN1CCCCCC1)N/N=C/c1ccc(Cl)c(Cl)c1	-3	5	-0.1	3	-2	1	-3	1	8	6
Cc1cc(CC(=O)O)c(C)cc1CC(=O)O	-1	3	-0.2	1	4	0	4	4	-7	-2
O=C(COc1ccc2ccccc2c1)N/N=C/c1ccccn1	-5	-6	0.1	0	2	-2	-4	4	4	6
COC(=O)C1=CN(c2ccc(F)cc2)C(N)=C(C#N)C1c1cccc(F)c1 (stereo not given)	7	-2	0.8	5	-11	2	6	0	-10	5
COC(=O)c1cc(C(=O)OC)cc(N2C(=O)CC(NNC(=O)c3ccc(C)cc3)C2=O)c1 (stereo not given)	3	0	-0.5	-6	3	7	2	2	-2	-6
Cc1[nH]ncc1Nc1ccccc1C(C)C	3	-6	-0.7	-3	-6	-1	-2	-6	3	9
CC(C)OCCCNC(=O)C(=O)N/N=C/c1ccc(OCc2ccccc2)cc1	3	-4	1.0	0	0	2	2	5	2	-2
CC(C)C1COC(c2cccn2Cc2ccccc2Cl)=N1 (stereo not given)	-1	3	-0.4	4	1	-1	1	-8	3	-1
COc1ccccc1/C=C/C(=O)OCC(=O)NC1CC1	1	5	2.2	0	-1	-6	-2	6	-11	-1
CCc1nnc(NC(=O)c2oc3ccccc3c2COC(C)C)s1	-3	0	0.1	3	0	-3	2	3	-7	7
COc1ccc(C(=O)N2CCN(S(=O)(=O)c3ccc4c(c3)OCCO4)CC2)cc1	4	-4	-0.5	-5	-7	-4	0	-3	-2	0

Single records (already shown).
O=C(CN1CCCCCC1)N/N=C/c1ccc(Cl)c(Cl)c1 reads PRMT1 FP inh: -3; TCR-CD3 inh: 5; KLK7 zymogen act: -0.1; LEDGF integ inh: 3; DDE Tn6 FP inh: -2; MBD2 inh: 1; UHRF1 MBD2 ctr: -3; DDE Tn7 FP inh: 1; TDP2 inh: 8; SIAE inh: 6
COc1ccccc1/C=C/C(=O)OCC(=O)NC1CC1 reads PRMT1 FP inh: 1; TCR-CD3 inh: 5; KLK7 zymogen act: 2.2; LEDGF integ inh: 0; DDE Tn6 FP inh: -1; MBD2 inh: -6; UHRF1 MBD2 ctr: -2; DDE Tn7 FP inh: 6; TDP2 inh: -11; SIAE inh: -1

(more compounds)
SMILES	PRMT1 FP inh	TCR-CD3 inh	KLK7 zymogen act	LEDGF integ inh	DDE Tn6 FP inh	MBD2 inh	UHRF1 MBD2 ctr	DDE Tn7 FP inh	TDP2 inh	SIAE inh
Cc1cc(N)n2nc(-c3ccc(C(C)(C)C)cc3)cc2n1	-2	0	0.5	2	0	-8	-5	3	4	8
O=C(OCC(=O)N1CCN(c2ccccc2)CC1)c1ccc(Cl)cc1[N+](=O)[O-]	-2	-3	0.7	2	4	-2	2	-8	-24	-5
COc1ccc2cnn(-c3ccc(OC(F)(F)F)cc3)c(=O)c2c1OC	0	-5	0.2	-2	7	2	0	5	0	-4
COc1ccc(CCC(=O)NCCS(=O)(=O)N2CCN(c3ccccc3F)CC2)cc1	-4	-4	-0.1	3	-5	2	-2	-4	-6	-2
C/C(=N\NC(N)=S)C1(C)CCCCC1	4	0	0.0	-1	3	9	14	2	3	0
C[C@H](NC(=O)c1ccccc1)C(=O)OCC(=O)Nc1sccc1C(N)=O	-1	5	-0.1	3	14	-3	-3	-1	1	-7
Cc1cc(C)c(S(C)(=O)=O)c(Sc2ccc(Cl)cc2)n1	3	0	-0.2	-2	12	2	-2	-2	8	-1
Cc1cccc(-n2c(C)cc(/C=C3\NC(=O)NC3=O)c2C)c1	2	4	1.3	2	-2	-2	-2	-10	-13	2
Cn1cc(/C=C(\C#N)C(=O)Nc2cccc([N+](=O)[O-])c2)c2ccccc21	1	1	0.2	-2	7	1	1	-1	13	14
CC1(C(=O)Nc2nccs2)Cc2ccccc2C(=O)O1 (stereo not given)	1	-8	-0.2	-3	-8	4	1	-2	7	6
COc1cc(NC(=O)C2CCCN2S(=O)(=O)c2ccc3c(c2)CC(C)N3C(C)=O)cc(OC)c1 (stereo not given)	-1	3	0.3	3	-7	3	10	-4	2	3
CCCNC(=O)c1ccccc1NC(=O)c1ccc2c(=O)n3c(nc2c1)CCC3	-3	5	0.1	2	1	3	-3	-2	0	-15
Brc1ccc(-c2nc(-c3ccccc3)no2)o1	0	2	0.3	0	-4	4	3	0	-7	5
CC(C)N(C(=O)[C@H]1C[C@H](CC(=O)NCCN2CCOCC2)C(=O)N2CCc3c([nH]c4cc(-c5ccco5)ccc34)[C@]12C)C(C)C	-6	7	124*	3	-4	-8	-3	8	3	3
Cc1ccc(CC(=O)Nc2ccc(C(=O)N3CCCCC3)cc2)cc1	1	8	0.3	3	-4	-2	0	-2	-7	-5
